D2 antag: HTS Assay for Allosteric Antagonists of the Human D2 Dopamine Receptor: Primary Screen for Antagonists; HEK293 TREx D2 cells, calcium flux, dopamine EC80; inhibition, % at 10 µM; hit rate 2% among 340,000; in the data active = inhibition above about 30%; also: 0% is about no effect
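Calcium flux kinetic readout in an inducible HEK293 TREx D2 line plated overnight at 30 C. After 180 s compound exposure, an EC80 dopamine challenge follows with another 180 s kinetic read to detect antagonism.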
rTrxR1 inhibitor: qHTS Assay for Inhibitors of Mammalian Selenoprotein Thioredoxin Reductase 1 (TrxR1): qHTS; Thioredoxin reductase 1, cytoplasmic (Rattus norvegicus), O89049; recombinant rTrxR1, NADPH fluorescence consumption, selenite substrate; Potency, µM (top dose mostly 114 µM), inactives show at the highest dose activity change, negative = inhibition, actives largely listed as inhibitors; hit rate 1% among 390,000; also: potency is read from the fitted curve at half-maximal effect; % is scaled to controls: 0 for no effect and ±100 for the full control effect; nearly all actives have a fitted effect of over 65% in size
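Rat TrxR1 (90 nM in the dispensed reagent) was pre-reduced with 400 uM NADPH for 5 min at room temperature, then incubated with compound for 15 min. After 400 uM selenite was added, NADPH fluorescence (Ex 340/Em 450 nm) was followed for 8 min.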
D2 ag: HTS Assay for Allosteric Agonists of the Human D2 Dopamine Receptor: Primary Screen for Agonists; HEK293 T-REx D2 cells, calcium flux agonist mode; activation, % at 2 µM; hit rate 0.53% among 340,000; AID 485358, 2010;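 active = activation over 3 SD above normal in the single-dose calcium agonist read, cut at about 30% in these data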; also: 0% is about no effect
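Calcium-flux readout, 1 cycle/sec over 180 s following compound pin transfer, in inducible HEK293 Trex D2 cells (force-coupled); dopamine controls included. Positive calcium responses during this window marked compounds as potential agonists.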
IDH1 R132H inh: qHTS for Inhibitors of mutant isocitrate dehydrogenase 1 (IDH1): qHTS. Isocitrate dehydrogenase [NADP] cytoplasmic (Homo sapiens), O75874. Potency, µM (series often up to 76.6 µM), for the others: top-dose activity change, negative = inhibition, most hits filed as inhibitors. IDH1-R132H enzyme, NADPH consumption, diaphorase/resazurin fluorescence. hit rate 0.093% among 390,000. AID 602179, 2012; also: potency is read from the fitted curve at half-maximal effect; % is scaled to controls: 0 for no effect and ±100 for the full control effect; nearly all actives have a fitted effect of over 65% in size
Target sequence (O75874 whole entry R132H, stated change not applied): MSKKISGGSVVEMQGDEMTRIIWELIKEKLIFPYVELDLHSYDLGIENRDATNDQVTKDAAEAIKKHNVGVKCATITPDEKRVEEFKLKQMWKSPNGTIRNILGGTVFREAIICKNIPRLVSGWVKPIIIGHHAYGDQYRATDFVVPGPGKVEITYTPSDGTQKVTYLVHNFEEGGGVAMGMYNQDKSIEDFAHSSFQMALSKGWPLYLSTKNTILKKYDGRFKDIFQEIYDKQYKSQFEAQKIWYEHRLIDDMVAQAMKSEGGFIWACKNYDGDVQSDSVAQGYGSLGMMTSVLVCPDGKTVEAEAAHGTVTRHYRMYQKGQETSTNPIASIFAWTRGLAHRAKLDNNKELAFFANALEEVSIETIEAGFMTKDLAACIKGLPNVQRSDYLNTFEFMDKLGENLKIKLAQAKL
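IDH1-R132H (0.5 ug/mL) preincubated 30 min with compound, then NADPH (0.016 mM) and alpha-KG (2 mM) added; 80 min at RT, pH 7.5. Remaining NADPH coupled via diaphorase/resazurin to fluorescence (540/590 nm); concentration-response curves normalized to no-enzyme control.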
USP1-UAF1 inh: Inhibitors of USP1/UAF1: Primary Screen. Potency, µM (highest dose often 57.1 µM), without a hit: at the top dose activity change, negative = inhibition, hits mostly inhibitors. hit rate 0.23% among 390,000. Ubiquitin carboxyl-terminal hydrolase 1 (Homo sapiens), O94782. recombinant USP1/UAF1, Ub-Rhodamine cleavage fluorescence; also: potency is read from the fitted curve at half-maximal effect; % is scaled to controls: 0 for no effect and ±100 for the full control effect; nearly all actives have a fitted effect of over 60% in size; inactives centre near -12
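Step one: compound is pinned into 1nM USP1/UAF1 in HEPES pH 7.8 buffer with TCEP. Step two: 15 min room-temperature incubation. Step three: Ub-Rho (150nM final) starts cleavage, tracked by fluorescence over six one-minute reads.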
TRHR agonist: qHTS for Small Molecule Agonists and Allosteric Enhancers of Human TRH Receptor: Primary Screen for Agonists; Thyrotropin-releasing hormone receptor (Homo sapiens), P34981; TRHR cells, calcium flux fluo-8, FDSS agonist mode; activation, % at 2 µM; hit rate 0.18% among 360,000; AID 493084, 2011; in the data active = activation above about 30%; also: 0% is about no effect
Target sequence (P34981 whole entry, looked up): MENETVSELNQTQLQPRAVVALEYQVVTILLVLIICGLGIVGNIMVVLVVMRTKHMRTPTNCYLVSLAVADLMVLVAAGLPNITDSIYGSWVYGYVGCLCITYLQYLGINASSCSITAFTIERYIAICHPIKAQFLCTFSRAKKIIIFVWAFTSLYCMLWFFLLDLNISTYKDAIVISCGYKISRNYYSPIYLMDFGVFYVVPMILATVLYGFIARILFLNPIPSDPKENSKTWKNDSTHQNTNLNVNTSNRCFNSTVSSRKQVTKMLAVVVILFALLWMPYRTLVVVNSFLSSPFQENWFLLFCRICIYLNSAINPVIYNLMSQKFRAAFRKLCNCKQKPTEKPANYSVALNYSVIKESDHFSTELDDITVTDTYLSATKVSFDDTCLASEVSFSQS
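TRHR-expressing cells, plated overnight in medium with 10% serum, were loaded with fluo-8 calcium dye at room temperature. After a 10 s baseline, library compound was pin-added and calcium release was recorded kinetically (ex 480/em 530) as agonist response.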
TrxR1 substrate: qHTS Assay for Substrates of Mammalian Selenoprotein Thioredoxin Reductase 1 (TrxR1): qHTS. Thioredoxin reductase 1, cytoplasmic (Rattus norvegicus), O89049. purified TrxR1 substrate turnover, NADPH consumption readout. Potency, µM (titrated, usually from 114 µM), without a hit: at the highest dose activity change, negative = substrate turnover. hit rate 0.01% among 390,000; also: potency is read from the fitted curve at half-maximal effect; % is scaled to controls: 0 for no effect and ±100 for the full control effect; nearly all actives have a fitted effect of over 50% in size
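Rat TrxR1, dispensed at 90 nM, was prereduced with 400 uM NADPH (final) for 5 min at ~22 deg C, then incubated with compound 15 min before 400 uM selenite. A first-read NADPH fluorescence drop versus no-compound background flagged substrates.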
PI4K2A inh: qHTS for small molecular inhibitors of PI4K2A | Phosphatidylinositol 4-kinase type 2-alpha (Homo sapiens), Q9BTU6 | purified PI4K2A, ADP-Glo luminescence, 1 h; hits give low values | activity change, negative = inhibition, % at 76.9 µM | hit rate 0.13% among 420,000; in the data active = activity change below about -50%; inconclusive = mostly about -30% to -49%;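 also: -100% = wells without enzyme as full effect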
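In this quantitative HTS, ADP production by PI4K2A was quantified luminescently after 1 h at ambient temperature; 100 microM adenosine served as plate-quality control.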
TRHR enhancer: qHTS for Small Molecule Agonists and Allosteric Enhancers of Human TRH Receptor: Primary Screen for Enhancers. hit rate 0.66% among 360,000. enhancement, % at 2 µM. TRHR cells, fluo-8 calcium fluorescence, EC20 TRH enhancement. Thyrotropin-releasing hormone receptor (Homo sapiens), P34981; in the data active = enhancement above about 30%; also: 0% is about no effect
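Enhancer read-out: after compound pinning and an initial kinetic agonist-mode read, an EC20 of TRH (10 nM final) was injected and fluo-8 calcium signal (Ex 480/Em 530) followed at 1 s/cycle for 100 cycles in TRHR-expressing cells.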
* hit, by the source's call; ? = inconclusive; · = not tested or not shown; [ ] = dose if it differs, or a comment. Unless noted, calls follow the shape of the dose curve; as a rule, active = well fitted inhibition curve with a large enough effect; inconclusive = small, poorly fitted or top-dose-only effect; inactive = no such curve, though single readings can be large or run the other way.

no.	canonical_smiles	IDH1 R132H inh	USP1-UAF1 inh	TRHR enhancer	D2 ag	TrxR1 substrate	D2 antag	TRHR agonist	PI4K2A inh	rTrxR1 inhibitor
1	Cc1cc(C(=O)CCC(=O)N2CCN(S(=O)(=O)c3cccs3)CC2)c(C)s1	3%	-19%	-2	-1.1	-10%	-19	-0.1	-1	-12%
2	COc1ccc(S(=O)(=O)N(C)C)cc1NC(=O)COC(=O)c1nc2nccc(C)n2n1	-4%	-9%	9	-0.9	-3%	40*	0.7	-2	10%
3	O=C(OCC(=O)c1ccc(Cl)s1)c1cnccn1	5%	-21%	0	1.7	-6%	-12	0.5	1	-30%
4	COc1cc(-c2nc3n(n2)C(c2ccncc2)C(C(N)=O)=C(C)N3)cc(OC)c1OC (stereo unspecified)	8%	-7%	7	0.2	-9%	15	0.5	1	-8%
5	Cn1nnnc1SCc1ccccc1F	-3%	-7%	-4	0.4	-6%	3	-0.4	14	-10%
6	CCOC(=O)c1sc(N)c(C#N)c1COC(=O)C1=COCCO1	2%	-15%	7	·	-13%	·	1.7	-1	-5%
7	Cc1ccc(CNC(=O)c2nnn(CC(=O)Nc3cc(C)ccc3C)c2N)cc1	0%	?	-7	0.7	6%	·	0.5	1	29%
8	CCOC(=O)c1ccc(-n2c(=O)[nH]c3ccccc3c2=O)cc1	-6%	-21%	-3	0.7	7%	-11	0.1	0	6%
9	O=C1COc2ccc(C(=O)COC(=O)c3sc4ccccc4c3Cl)cc2N1	5%	-19%	9	2.0	-5%	-7	1.3	3	8%
10	c1ccc(-c2csc(-c3ccc(-c4csnn4)cc3)n2)cc1	-5%	-9%	1	0.4	-7%	10	1.9	2	-11%
11	Nc1ccccc1Nc1cccc(C(F)(F)F)c1	2%	-16%	3	0.2	3%[57.1 µM]	-5	-0.1	2	3%[57.1 µM]
12	O=C(CN1C(=O)NC2(CCCC2)C1=O)Nc1ccc(C(F)(F)F)cc1	-13%	-1%	-9	0.4	-9%[57.1 µM]	4	1.6	-5	-12%[57.1 µM]

The listing continues.
no.	canonical_smiles	IDH1 R132H inh	USP1-UAF1 inh	TRHR enhancer	D2 ag	TrxR1 substrate	D2 antag	TRHR agonist	PI4K2A inh	rTrxR1 inhibitor
13	COC(=O)C1(C)NC(c2ccco2)C2C(=O)N(c3ccc(F)cc3)C(=O)C21 (stereo unspecified)	5%	-6%	1	0.2	6%[57.1 µM]	-5	-0.2	6	14%[57.1 µM]
14	CC(CNS(=O)(=O)c1ccc(Br)cc1)CN(C)C (stereo unspecified)	5%	-17%	-1	-0.8	3%	13	0.2	-2	11%
15	COc1ccccc1C(=O)NNC(=O)C1CCCO1 (stereo unspecified)	0%	-5%	-5	0.9	7%	-1	0.1	-1	22%
16	Cc1nc2cc(F)ccc2n1C1CCN(S(=O)(=O)c2ccccc2)CC1	2%	-21%	-2	0.3	0%	-12	0.2	3	16%
17	COc1cc(NC(=O)Cn2c(=O)nc(-c3ccccc3F)c3cc(Cl)ccc32)cc(OC)c1	7%	-17%	3	-1.1	-5%[57.1 µM]	·	-1.8	-7	7%[57.1 µM]
18	Cc1ccc(S(=O)(=O)N2CCN(C(=O)C(C)Cn3cncn3)CC2)cc1C (stereo unspecified)	7%	-16%	0	0.0	3%	6	-0.2	-10	11%
19	COC(=O)CN1C(=O)CSc2ccc(S(=O)(=O)Nc3cccc(Cl)c3C)cc21	2%	-9%	-1	-0.4	-9%	·	-0.7	-4	4%
20	CCOc1ccc(N(CCC#N)S(=O)(=O)c2ccc(OC)cc2)cc1	0%	-6%	-1	-0.7	-1%	3	0.0	-1	14%
21	O=S(=O)(NCc1ccccc1)NCc1cccc(C(F)(F)F)c1	3%	-21%	-10	-0.1	6%	-7	-1.0	-9	14%
22	Clc1ccc(-c2nnc(SCc3cn4ccsc4n3)n2CC2CCCO2)cc1 (stereo unspecified)	17%	-1%	-12	0.1	-6%	5	0.9	4	-8%
23	COc1ccc(NC(=O)NN2CCN(C)CC2)cc1OC	-2%	-14%	-1	-0.6	5%	-6	0.6	-2	8%
24	CCN(CC(=O)NCc1cccs1)C(=O)c1cccc(S(=O)(=O)NC)c1	-6%	-11%	0	0.4	6%	-7	0.5	5	10%

Quoted from above, compounds 4–10
no.	canonical_smiles	IDH1 R132H inh	USP1-UAF1 inh	TRHR enhancer	D2 ag	TrxR1 substrate	D2 antag	TRHR agonist	PI4K2A inh	rTrxR1 inhibitor
4	COc1cc(-c2nc3n(n2)C(c2ccncc2)C(C(N)=O)=C(C)N3)cc(OC)c1OC (stereo unspecified)	8%	-7%	7	0.2	-9%	15	0.5	1	-8%
5	Cn1nnnc1SCc1ccccc1F	-3%	-7%	-4	0.4	-6%	3	-0.4	14	-10%
6	CCOC(=O)c1sc(N)c(C#N)c1COC(=O)C1=COCCO1	2%	-15%	7	·	-13%	·	1.7	-1	-5%
7	Cc1ccc(CNC(=O)c2nnn(CC(=O)Nc3cc(C)ccc3C)c2N)cc1	0%	?	-7	0.7	6%	·	0.5	1	29%
8	CCOC(=O)c1ccc(-n2c(=O)[nH]c3ccccc3c2=O)cc1	-6%	-21%	-3	0.7	7%	-11	0.1	0	6%
9	O=C1COc2ccc(C(=O)COC(=O)c3sc4ccccc4c3Cl)cc2N1	5%	-19%	9	2.0	-5%	-7	1.3	3	8%
10	c1ccc(-c2csc(-c3ccc(-c4csnn4)cc3)n2)cc1	-5%	-9%	1	0.4	-7%	10	1.9	2	-11%

Following part
no.	canonical_smiles	IDH1 R132H inh	USP1-UAF1 inh	TRHR enhancer	D2 ag	TrxR1 substrate	D2 antag	TRHR agonist	PI4K2A inh	rTrxR1 inhibitor
25	CCC(C)N(C(=O)COC(=O)C1CCN(S(=O)(=O)c2ccc(C)c(C)c2)CC1)C1CCS(=O)(=O)C1 (stereo unspecified)	-2%	-4%	10	0.3	-1%	-11	-0.9	-5	18%
26	CC(C)NC(=O)COC(=O)c1cncc(Br)c1	-1%	-10%	-4	·	-3%[57.1 µM]	·	-0.1	1	0%[57.1 µM]
27	CC(NC(=O)NC(=O)c1cccc([N+](=O)[O-])c1)C1CC1 (stereo unspecified)	-2%	-18%	-5	0.7	3%	3	-0.4	0	25%
28	CCOc1ccc(CCNC(=O)c2csc3c2CCCCC3)cc1	-14%	-4%	-4	1.8	-2%	·	0.3	-3	3%
29	COc1ccc(S(=O)(=O)NNC(=O)Nc2ccc(C)cc2)c(OC)c1	0%	5%	-2	-0.3	0%	-12	-0.3	-2	6%
30	Cc1cccc(NC(=S)N2CCCCCC2)c1C	-6%	-9%	-7	0.6	1%	-9	0.0	-3	20%
31	CCOc1ccc(NC(=O)c2ccc(CSc3nnnn3C)cc2)cc1	9%	-5%	8	0.2	10%[57.1 µM]	-1	0.8	-7	14%[57.1 µM]
32	O=C(NNc1nc(N2CCOCC2)nc(N2CCOCC2)n1)c1ccccc1	8%	-7%	·	·	-9%	·	·	2	-13%
33	COc1ccc(C(=O)NCC2OCCc3ccccc32)cc1 (stereo unspecified)	-1%	-9%	-4	0.9	6%	-29	0.3	4	14%[57.1 µM]
34	O=C(c1ccc(F)cc1F)N1CCN(c2ncccn2)CC1	0%	-15%	-2	-0.3	5%	-22	1.3	-4	3%
35	CCCn1c(SCC(=O)NCc2ccccc2Cl)n[nH]c1=O	15%	-17%	0	3.1	-6%	-6	-0.7	5	4%
36	CC(=O)N(C)N(C)c1cc(C)nc(N)n1	1%	-3%	1	1.5	9%[57.1 µM]	-6	0.9	-1	2%[57.1 µM]

(next part)
no.	canonical_smiles	IDH1 R132H inh	USP1-UAF1 inh	TRHR enhancer	D2 ag	TrxR1 substrate	D2 antag	TRHR agonist	PI4K2A inh	rTrxR1 inhibitor
37	CN1C[C@@H]2C(c3ccc(C(F)(F)F)cc3)C3(c4ccccc4)CC2(C3)[C@H]1c1ccccc1 (stereo partly specified)	-2%	-31%	0	·	2%	·	0.0	0	9%
38	S=c1[nH]nc(-c2ccco2)n1/N=C/c1ccccc1Cl	1%	-16%	4	·	8%[57.1 µM]	·	-0.2	-1	-2%
39	CCN(C(=O)CSc1nnnn1-c1ccccc1)c1c(N)n(Cc2ccccc2)c(=O)[nH]c1=O	11%	-14%	10	0.2	3%	5	0.6	9	10%
40	COc1cc(OC)c(C(=O)Nc2ccncc2)cc1OC	4%	2%	9	-2.1	-2%	0	-1.9	-5	5%
41	O=C1CC(c2ccccc2)CC2=C1C(c1ccccn1)Nc1ccccc1N2 (stereo unspecified)	-4%	-15%	3	0.1	-1%	11	-0.6	1	6%
42	C#CCOCCOCCOCCNc1nc(N2CCN(C(=O)[C@H](CCCN=C(N)N)n3cc(C(N)[C@@H](C)CC)nn3)CC2)nc(N2CCN(C(=O)[C@H](CO)n3cc([C@@H](N)C(C)C)nn3)CC2)n1 (stereo partly specified)	-9%	-10%	·	·	-2%	·	·	-1	-28%
43	CC(C)On1c(SC(C)C)nc2ccccc2c1=O	12%	-24%	1	0.3	-5%	-11	-1.7	4	-2%
